Compound activity (PubChem)
STK33 kinase inh = human STK33 kinase inhibition; Q9BYT3; purified STK33, MBP phosphorylation, ADP-Glo luminescence; inhibition, % at 10 µM; 320,000 compounds, 0.073% hits; AID 2661;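 active = inhibition at or above 25%, using the most active replicate where run in duplicate; inactive = inhibition below 25%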
CHT block = inhibits the human high affinity choline transporter | AID 488975 | CHT-expressing cells, membrane potential dye, choline response; active compounds read low | Q9GZV3 | 310,000 compounds, 0.86% hits | B-score at 10 µM;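 active = B-score over 3 SD under the library average, and starting fluorescence ratio not unusually high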;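 note: choline stimulus applied at its EC90 after an EC20 pre-addition; B-score computed on integrated fluorescence ratio after choline addition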
Target sequence (Q9GZV3 whole entry, looked up): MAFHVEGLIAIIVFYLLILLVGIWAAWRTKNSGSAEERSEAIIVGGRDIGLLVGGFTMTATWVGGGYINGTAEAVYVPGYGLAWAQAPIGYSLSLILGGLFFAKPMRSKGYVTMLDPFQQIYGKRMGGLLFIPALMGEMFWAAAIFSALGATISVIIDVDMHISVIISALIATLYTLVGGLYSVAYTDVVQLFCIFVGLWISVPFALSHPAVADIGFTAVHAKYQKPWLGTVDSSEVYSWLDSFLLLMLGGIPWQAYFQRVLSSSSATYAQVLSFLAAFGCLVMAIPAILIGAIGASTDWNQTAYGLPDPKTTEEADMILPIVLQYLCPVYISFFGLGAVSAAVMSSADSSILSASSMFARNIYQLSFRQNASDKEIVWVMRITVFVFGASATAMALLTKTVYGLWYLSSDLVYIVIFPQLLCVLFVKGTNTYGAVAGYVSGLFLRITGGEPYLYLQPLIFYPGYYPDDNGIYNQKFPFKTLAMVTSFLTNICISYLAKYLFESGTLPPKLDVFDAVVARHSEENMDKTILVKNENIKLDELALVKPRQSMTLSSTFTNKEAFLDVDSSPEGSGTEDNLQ
CHT PAM = allosteric activators of human choline transporter CHT; Q9GZV3; CHT-expressing cells, membrane potential dye, choline EC20; active compounds read high; LV-AA mutant CHT in HEK293 cells; B-score at 10 µM; 310,000 compounds, 0.49% hits; AID 488977;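 active = initial fluorescence not abnormally high and integrated response B-score, plate-corrected, over 3 SD above library mean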
An asterisk follows results filed as active; i = inactive. No enrichment for hits; any-hit rate near 1.5%.

Second line of a record: STK33 kinase inh	CHT block	CHT PAM
> CN(C(=O)c1ccc(S(=O)(=O)N2CCCCC2)cc1)C1CCS(=O)(=O)C1 (stereo not given)
 : -1.0	i	i
> C/C(=N/Nc1cc(-c2ccccc2)nc(-c2ccccc2)n1)c1ccc(O)cc1
 : 0.3	i	i
> Cc1cccc(NC2=NC(C)(C)N=C(N)N2)c1C
 : 1.5	i	i
> O=C(Cn1ccc(=O)[nH]c1=O)Nc1ccc(C(=O)O)c(O)c1
 : -0.4	i	i
> CCOC(=O)CCCCC(=O)c1[nH]c(=O)[nH]c1C[n+]1ccc(C)cc1
 : -0.6	i	i
> C/C(CC(=O)Nc1cccnc1)=N\NC(=O)c1ccc([N+](=O)[O-])c(Cl)c1
 : -1.4	i	i
> COc1ccc(NC(C)=O)cc1S(=O)(=O)NC(Cc1ccccc1)C(=O)NCc1ccccc1C (stereo not given)
 : -0.2	i	i
> Cc1ccc(S(=O)(=O)/N=C(/Nc2c(C)n(C)n(-c3ccccc3)c2=O)c2ccc(Cl)cc2)cc1
 : -0.2	i	i
> CCOP(=O)(c1ccc(N(C)C)cc1)C(O)c1ccc(OC)cc1 (stereo not given)
 : 0.8	i	i
> Cn1c(=O)[nH]c(=O)c2c1nc(Br)n2C/C=N/Nc1ccccc1
 : -1.6	i	i
> O=C(NCC#CCOCc1ccccc1)c1ccccc1
 : 0.8	i	i
> CCC12OC(=N)C(C#N)(C1C)C(C#N)(C#N)C(c1ccccc1)O2 (stereo not given)
 : 0.8	i	i
> COc1ccc(/C(N)=N/OC(=O)Cc2cccs2)cc1OC
 : -0.6	i	i
> CC1=C(C#N)C2C(/C1=N/O)C2(C)C (stereo not given)
 : -0.9	i	i
> COc1ccc(N=C2SCC(c3ccccc3)=NN2C)cc1
 : -0.7	i	i
> CCc1ccccc1NC(=O)NCc1cccnc1
 : 0.2	i	i
> CCN1CCN(CCC(=O)Nc2ccc(C)cc2)CC1
 : -2.8	i	i
> CC(=O)Nc1ccc(N2C(=O)CC(N3CCN(Cc4ccc5c(c4)OCO5)CC3)C2=O)cc1 (stereo not given)
 : 1.4	i	i
> O=C(Nc1ccccc1)c1ccccc1C(=O)N1CCCCC1
 : -1.5	i	i
> CCCCn1nnnc1SCC(=O)N1CCN(C(=O)c2ccco2)CC1
 : 1.2	i	i
> COC(C(=O)N1CCC(n2nccc2NC(=O)C2CC2)CC1)c1ccccc1 (stereo not given)
 : -2.3	i	i
> c1csc(-c2nc(NCCCN3CCOCC3)c3ccccc3n2)c1
 : 1.5	i	i
> CC(Sc1nc2ccc(C(=O)c3ccccc3)cc2[nH]1)C(=O)O (stereo not given)
 : -0.8	i	i
> COC1CCN(C(=O)c2ccc(OC3CCN(Cc4ccccn4)CC3)cc2)CC1
 : -2.8	i	i
> O=c1c([N+](=O)[O-])cc(C(F)(F)F)cn1Cc1cccc(Cl)c1
 : -1.3	i	i
> C=CCn1c(-c2oc3nc(-c4ccccc4)cc(-c4ccccc4)c3c2N)n[nH]c1=S
 : 2.6	i	i
> O=c1c2ccccc2c(C=Nc2cccc(O)c2)c(O)n1-c1ccc2c(c1)OCO2
 : -0.7	i	i
> Cc1ccc(NC(=S)N(CCCN2CCOCC2)Cc2ccccn2)cc1Cl
 : -2.9	i	i
> Cc1c(C)n(Cc2ccc(Cl)cc2)c2ccc(C(=O)NCCCN3CCOCC3)cc12
 : -0.1	i	i
> CC1CCN(c2ccccc2NC(=O)c2ccc(Br)o2)CC1
 : 6.1	i	i
> C=CC(C)(O)CCC=C(C)C (stereo not given)
 : -1.5	i	i
> O=C(Nc1nnc(C2CC2)s1)c1ccc(S(=O)(=O)c2ccccc2)cc1
 : 0.2	i	i
> O=C(c1cccc(F)c1)N1CCCN(C(=O)c2cccc(F)c2)CC1
 : -0.3	i	i
> COc1ccc2[nH]cc(CCNC(=O)COc3ccc4ccc(=O)oc4c3)c2c1
 : 0.3	i	i
> CCCNC(=S)Nc1ccc(F)cc1F
 : 0.0	i	i
> O=C(NS(=O)(=O)Nc1ccc(Br)cn1)c1c[nH]c2ccccc12
 : 0.7	i	i
> CC(NC(=O)CN1CCN(c2ncccn2)CC1)c1ccc(F)cc1 (stereo not given)
 : -0.7	i	i
> Cc1cc2c(o1)CC(C)(C)CC2=O
 : -0.9	i	i
> CCOC(=O)c1c(C)[nH]c(C(=O)OCC(=O)c2ccc(OC)cc2OC)c1C
 : -0.5	i	i
> COc1ccc(Cl)cc1NC(=O)Nc1cc(C)on1
 : 0.2	i	i
> Oc1cc(Cc2ccccc2)cnc1CN1CCOCC1
 : -18	i	i
> Cc1cc(-c2cc(C(=O)NCc3ccccc3)on2)nc(S(C)(=O)=O)n1
 : -0.5	i	i
> Cc1ccc(-n2c(C)n[nH]c2=S)cc1C
 : -0.9	i	i
> CCOc1ccc(NC(=O)CN(C)C(=O)C2CCN(c3ncnc4sc(C)c(C)c34)CC2)cc1OCC
 : -1.6	i	i
> CC(OC(=O)c1cc2sccc2n1C)C(=O)NC(C)(C)C (stereo not given)
 : -0.6	-9.2*	i
> O=C(Nc1ccc(OC(F)(F)F)cc1)C1CCCN(S(=O)(=O)c2cccnc2)C1 (stereo not given)
 : 0.2	i	i
> O=C(c1cnc2n(c1=O)CCS2)N1CCc2ccccc21
 : -0.2	i	i
> CCc1cc[n+](-c2nc3ccccc3nc2[N-]S(=O)(=O)c2ccc(Br)s2)cc1
 : 0.4	i	i
> COc1ccc(C2C(C#N)=C(N)OC3=C2C(=O)CCC3)cc1Cn1cc([N+](=O)[O-])cn1 (stereo not given)
 : -0.8	i	i
> COc1ccc(C2C3C(C)=NN=C3CC(C)(O)C2C(C)=O)cc1 (stereo not given)
 : -4.0	i	i
> O=C(Nc1ccc(Cl)cc1C(=O)N1CCCC1)c1cccc([N+](=O)[O-])c1
 : -1.7	i	i
> Cc1cc(C)n2nc(SCC(=O)N(Cc3ccccc3)C3CCS(=O)(=O)C3)nc2n1 (stereo not given)
 : -3.4	i	i
> Nc1ccccc1Nc1cccc(C(F)(F)F)c1
 : 0.8	i	i
> CN(CCC(=O)Nc1cc(S(=O)(=O)N(C)C)ccc1Cl)CC(=O)Nc1ccc(F)cc1
 : 1.3	i	i
> O=C(NCC1COCCO1)C1CCN(S(=O)(=O)c2ccccc2)CC1 (stereo not given)
 : -2.0	i	i
> S=C(NCCCN1CCOCC1)N1CCN(c2cccc(Cl)c2)CC1
 : -0.1	i	i
> Cc1nc2cc(NC(=O)NCc3ccc4c(c3)OCO4)ccc2o1
 : 0.3	i	i
> CCC1Oc2ccccc2N(CC(=O)NCCCN2CCN(c3ccc(OC)cc3)CC2)C1=O (stereo not given)
 : -0.5	i	i
> CCOC(=O)c1ccc(NC(=O)NS(=O)(=O)c2ccc(C)cc2)cc1
 : -0.6	i	i
> CCOC(=O)C(/C=N/c1cc(C)nn1-c1ccccc1)=C(\C)O
 : -0.5	i	i

The list continues:
Second line of a record: STK33 kinase inh	CHT block	CHT PAM
> Cc1cc2c(cc(C(=O)NCc3cccnc3)n2Cc2ccc(Cl)cc2)o1
 : 0.9	i	i
> O=C(CCNC(=O)c1ccccc1Cl)Nc1ccncc1
 : -2.1	i	i
> Cc1ccc(Cc2c(C)c(C#N)c3[nH]c4ccccc4n3c2=O)cc1
 : -2.3	i	i
> O=C(O)c1c(Cl)nc2ccccn12
 : -1.2	i	i
> CC(C)c1nc2sc3c(SCC(=O)NCc4ccco4)ncnc3c2c2c1CCC2
 : -0.2	i	i
> CSc1ccc(S(=O)(=O)N2CC(=O)Nc3ccccc32)cc1
 : -2.2	i	i
> O=C(/C=C/c1ccccc1)Nc1nc(-c2ccncc2)cs1
 : -1.1	i	i
> CCOC(=O)Cn1cc(C(=O)C2CC2)c2ccccc21
 : -2.0	i	i
> CCOC(=O)CC1C(=O)NCCN1C(=O)c1ccc(C)cc1 (stereo not given)
 : 0.0	i	i
> N#Cc1ccc(C(=O)Nc2cc(C3CC3)nn2-c2ccccc2)cc1
 : 0.2	i	i
> CCCOC(=O)c1ccc(NC(=O)c2ccc(Br)o2)cc1
 : 0.9	i	i
> Nc1c(C(=O)NCc2cccnc2)sc(=S)n1-c1ccccc1
 : -0.5	i	i
> NC(=O)C1CCN(c2ccc3c(c2)S(=O)(=O)c2ccccc2C3=O)CC1
 : -1.0	i	i
> O=C(NCc1ccc(F)cc1)c1cc(C(=O)C2CC2)c[nH]1
 : -0.1	i	i
> O=C(CSc1ccc(Br)cc1)NCC(c1ccco1)N1CCCCC1 (stereo not given)
 : 0.0	i	i
> CC(C)[C@H](NC(=O)c1ccc(Cl)c([N+](=O)[O-])c1)C(=O)NCc1ccc(F)cc1
 : -0.5	i	i
> O=C(COc1nc2ccccc2nc1N1CCOCC1)NC1CCCCC1
 : -0.6	i	i
> Cn1c(=O)c2c(nc(/C=C/c3cccc(Cl)c3)n2C)n(C)c1=O
 : -2.9	i	i
> C/C(=N/NC(=O)CNC(=O)c1cccnc1)c1ccc(Cl)cc1
 : -0.1	i	i
> COC(=O)Nc1ccc(S(=O)(=O)Nc2cc(OC)nc(OC)n2)cc1
 : -0.5	i	i
> CC(C1CC2CCC1C2)n1c(-c2ccco2)n[nH]c1=S (stereo not given)
 : -0.6	i	i
> Cc1ccc2nsnc2c1NC(=S)NC(=O)c1ccco1
 : -0.3	i	i
> COC(=O)C(Cc1ccccc1)P(=O)(c1ccccc1)c1ccccc1 (stereo not given)
 : -1.2	i	i
> CCN1C(=O)c2cccc3c(S(=O)(=O)NCc4ccccn4)ccc1c23
 : -0.7	i	i
> Cc1ccc(NC(=O)COC(=O)c2csc3c2CCC(C)C3)cc1S(=O)(=O)N1CCCCC1 (stereo not given)
 : 0.7	i	i
> COc1ccccc1C(=O)Nc1ccc(S(=O)(=O)N(C)c2ccccc2)cc1
 : -0.1	i	i
> CN(Cc1nc(-c2cnccn2)no1)Cc1cccc2ccccc12
 : -0.9	i	i
> C=CCn1c(SCC(=O)Nc2nnc(C)s2)nnc1C1CC1
 : 0.7	i	i
> Cc1cc(=O)[nH]c(SCC(=O)Nc2ccc(S(=O)(=O)N3CCOCC3)cc2)n1
 : -2.0	i	i
> O=C(O)c1cccc(N2CCCC2=O)c1
 : -1.0	i	i
> COc1cc(S(=O)(=O)NCc2ccncc2)c(OC)cc1C
 : 0.3	i	i
> COc1ccc(-c2nnn(CC(=O)NCCc3ccc(OC)c(OC)c3)n2)cc1
 : -0.8	i	i
> CC1CN(C(=O)CN2C(=O)c3ccccc3C2=O)CC(C)O1 (stereo not given)
 : -2.7	i	i
> CN(C)NC1=CC(=[N+]2CCCC2)CC(C)(C)C1
 : -0.2	i	i
> COc1cc2c(cc1OC)/C(=C/C(=O)c1ccccc1)NCC2
 : 0.3	i	i
> COC(=O)c1cc(NS(=O)(=O)c2ccc(N3CCOCC3)c(NC(C)=O)c2)cc(C(=O)OC)c1
 : -1.1	i	i
> CCN(CC)C(=O)CN1C(=O)/C(=C/c2ccccc2)SC1=S
 : -1.7	i	i
> Cn1cc([C@@H]2C[C@H]3CN(Cc4cccc(Cl)c4)C(=O)[C@]34CCCN24)c(-c2ccccc2)n1
 : 0.8	i	i
> COc1ccc(N2C(=O)CC(Sc3nccc(C)n3)C2=O)cc1 (stereo not given)
 : -2.8	i	i
> O=C(N/C(=C/c1cccc([N+](=O)[O-])c1)C(=O)N1CCOCC1)c1ccc(Br)cc1
 : 0.3	i	i
> C=CCNC(=S)NNc1nc(Nc2ccccc2)nc(N2CCCCC2)n1
 : -0.5	i	i
> Nc1c(S(=O)(=O)c2ccccc2)c2nc3ccccc3nc2n1/N=C/c1ccco1
 : -1.6	i	i
> CC(C)CNC(=O)[C@H]1N2C(=O)c3ccccc3C2SC1(C)C (stereo not given in full)
 : 0.6	i	i
> Cc1ccc(/C=C(\C#N)C(=O)NCc2ccco2)o1
 : -1.6	i	i
> Oc1ccc(-c2onc(C(F)(F)F)c2-c2cscn2)c(O)c1
 : -1.4	i	i
> O=C(CC(c1ccccc1)c1ccccc1)NCC(O)c1ccc([N+](=O)[O-])cc1 (stereo not given)
 : -0.7	i	i
> CC(=O)N[C@H](Cc1c[nH]c2ccccc12)C(=O)O
 : -0.3	i	i
> COc1ccccc1NC(=O)Cn1c(CCC(=O)O)ccc1-c1ccc(C)cc1
 : 0.2	i	i
> O=C1c2ccccc2C(=O)N1c1ncccn1
 : 0.4	i	i
> CCc1ccc(NS(=O)(=O)c2cccs2)cc1
 : -0.6	i	i
> COc1ccc(-c2cc(C(F)F)n3ncc(C(=O)N4CCCc5ccccc54)c3n2)cc1
 : -252	i	i
> Cc1cc(=O)[nH]c(SCC(=O)C23CC4CC(CC(C4)C2)C3)c1C#N
 : 0.0	i	i
> O=C(NCc1cccnc1)c1cnc2n(c1=O)CCS2
 : 0.2	i	i

Record cards (already shown). Order of values: STK33 kinase inh, CHT block, CHT PAM
`CC(=O)Nc1ccc(N2C(=O)CC(N3CCN(Cc4ccc5c(c4)OCO5)CC3)C2=O)cc1` (stereo not given) in the list: 1.4, i, i
`c1csc(-c2nc(NCCCN3CCOCC3)c3ccccc3n2)c1` in the list: 1.5, i, i
`Cc1cc2c(o1)CC(C)(C)CC2=O` in the list: -0.9, i, i
`COc1ccc(NC(C)=O)cc1S(=O)(=O)NC(Cc1ccccc1)C(=O)NCc1ccccc1C` (stereo not given) in the list: -0.2, i, i
